Screens as filed in PubChem BioAssay.
aSyn rescue – qHTS of alpha-syn Inhibitors; 370,000 compounds, 0.14% hits; Potency, µM (series often up to 46.1 µM), for the others: at the top dose growth rescue (activation), usual class: activators; Yeast expressing alpha-synuclein, growth rescue, BacTiter-Glo, 24 h; AID 652106, 2013; further: potency means the concentration at half of the fitted maximal effect; % of control where 0% means no effect; nearly all actives have a fitted effect of over 65% in size
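Readout is rescue of growth in alpha-synuclein-expressing yeast, so inhibitors of toxicity appear as activators. Growth after 24 hr at 30 deg C in galactose medium is quantified by luminescence.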
TDP43 rescue – qHTS of TDP-43 Inhibitors; TDP-43 expressing yeast growth rescue, BacTiter-Glo, 24 h; Potency, µM (titrated, usually from 46.1 µM), inactives show top-dose growth rescue (activation), hits mostly activators; 410,000 compounds, 1.8% hits; AID 652104, 2013; further: potency means the concentration at half of the fitted maximal effect; % of control where 0% means no effect; nearly all actives have a fitted effect of over 50% in size
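Luminescence from BacTiter-Glo reports growth of TDP-43-expressing yeast after 24 hr at 30 deg C with compound. Cells were raffinose-pregrown to mid-log, then seeded in galactose medium at OD600=0.02.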
D3 antag – qHTS of D3 Dopamine Receptor Antagonist: qHTS | D(3) dopamine receptor (Homo sapiens), P35462 | D3R cells, DiscoveRx beta-arrestin luminescence, antagonist mode; stronger effect = lower value | max response, negative = inhibition, % | 360,000 compounds, 2.5% hits | AID 652054, 2013; in the data active means max response below about -50%; inconclusive means no clear call, values can overlap the other calls; further: on the % scale 0 is the no-effect control and ±100 the full control effect; mostly tested at two doses, the higher about 12 µM
Target sequence (P35462 whole entry, looked up): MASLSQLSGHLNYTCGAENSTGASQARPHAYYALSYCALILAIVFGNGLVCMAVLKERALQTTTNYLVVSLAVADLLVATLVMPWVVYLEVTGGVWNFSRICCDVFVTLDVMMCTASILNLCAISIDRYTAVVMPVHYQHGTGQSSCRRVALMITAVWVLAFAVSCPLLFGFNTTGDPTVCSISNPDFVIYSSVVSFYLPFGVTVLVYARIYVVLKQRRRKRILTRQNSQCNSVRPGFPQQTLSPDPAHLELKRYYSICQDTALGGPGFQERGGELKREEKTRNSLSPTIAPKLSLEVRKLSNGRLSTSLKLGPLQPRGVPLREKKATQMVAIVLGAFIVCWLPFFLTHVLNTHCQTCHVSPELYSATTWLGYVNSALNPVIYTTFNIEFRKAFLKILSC
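Cells plated overnight at 1500 cells/well, then exposed to library compounds with dopamine controls for 90 minutes at 37 degrees C. DiscoveRx reagent added for 30–60 minutes at room temperature; luminescence read, quantitative HTS format.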
EPAC2 antag – qHTS for Antagonist of cAMP-regulated guanine nucleotide exchange factor 2 (EPAC2): primary screen | Potency, µM (series often up to 114 µM), for the others: at the highest dose activity, negative = inhibition, hits mostly inhibitors | Rap guanine nucleotide exchange factor 4 (Homo sapiens), Q8WZA2 | 360,000 compounds, 0.18% hits | EPAC2 GEF exchange of Rap1B-BODIPY-GDP, fluorescence; further: potency means the concentration at half of the fitted maximal effect; on the % scale 0 is the no-effect control and ±100 the full control effect; nearly all actives have a fitted effect of over 45% in size; many of its hits are not listed in these tables
EPAC2 agonist – qHTS for Agonist of cAMP-regulated guanine nucleotide exchange factor 4 (EPAC2): primary screen | EPAC2 activation, biochemical qHTS; response scale: 100% = 6.5 mM cAMP response | 360,000 compounds, 0.079% hits | Rap guanine nucleotide exchange factor 4 (Homo sapiens), Q8WZA2 | AID 720711, 2013 | Potency, µM (highest dose often 154 µM), inactives show top-dose activation, hits mostly activators; further: potency means the concentration at half of the fitted maximal effect; nearly all actives have a fitted effect of over 50% in size
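Each well held 100 nM EPAC2, 250 nM RAP1B-BODIPY-GDP and 50 uM GDP. Fluorescence, read at 5-min intervals to 30 min, was referenced to a 6.5 mM cAMP positive control.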
Abeta yeast res – qHTS for compounds that reverse cellular toxicity of Amyloid beta (A-beta) peptide in yeast: Primary Screen. Potency, µM (highest dose often 46.1 µM), for the others: top-dose growth rescue, actives largely listed as activators. yeast expressing A-beta42, growth rescue, OD600, 48 h; response scale: 0% DMSO, 100% iron-clioquinol control. 410,000 compounds, 0.063% hits. AID 1347071, 2019; further: potency means the concentration at half of the fitted maximal effect; nearly all actives have a fitted effect of over 55% in size
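Growth rescue measured by 600 nm absorbance after 48 h yeast culture at 30 C with compound. Values normalized between DMSO and an equimolar ferric chloride plus clioquinol control.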
FUS yeast rescue – qHTS for Suppressors of FUS Proteinopathy: Primary screen using FUS-linked yeast assay; S. cerevisiae FUS-expressing, growth rescue, OD600, 24 h; Potency, µM (top dose mostly 76.6 µM), for inactives: top-dose growth rescue (activation), hits mostly activators; 390,000 compounds, 0.24% hits;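 further: potency means the concentration at half of the fitted maximal effect; plate controls were DMSO vehicle for no effect and reference control for full effect; nearly all actives have a fitted effect of over 55% in size; some results filed as inactive show a strong effect at the top dose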
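FUS-expressing yeast, raffinose-pregrown, induced in 2% galactose minimal medium at OD 0.005; compounds in a dilution series, 24hr at 30C. Growth restoration read as absorbance at 600 nm. CP55940 positive control, DMSO negative.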
D3 ag – qHTS of D3 Dopamine Receptor Agonist: qHTS; D(3) dopamine receptor (Homo sapiens), P35462; max activation, %; AID 652048, 2013; D3R DiscoveRx beta-arrestin cells, luminescence, 90 min; 410,000 compounds, 0.58% hits; in the data active means max activation above about 30%; further: 0% is about no effect; mostly tested at two doses, the higher about 12 µM
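Agonist-mode cell screen: cells plated at 1500/well and incubated overnight at 37 °C, then exposed to library compounds for 90 min at 37 °C. Detection reagent was added for 30–60 min at room temperature, and luminescence was read.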
Active calls of the source: *; ? = inconclusive; · = no result given; & = joins results of further samples; [ ] = remark or other dose. Unless noted, the call rests on the fitted dose curve; in most records, active means well fitted curve in the direction sought with a large enough effect; inconclusive means small, poorly fitted or top-dose-only effect, or another doubt; inactive means no such curve, though single readings can be large; an effect the other way counts as inactive or inconclusive. The list is partial, so the mix of outcomes need not match the whole.

[1] CN(c1ccccc1C(=O)NCC1CCCO1)S(C)(=O)=O (stereo not given)
[2] OCc1cnc(SCc2ccc(F)cc2)n1Cc1ccc(F)cc1
[3] CCOC(=O)Cc1c(C)nc2c(-c3ccc(Cl)cc3)c(C(F)(F)F)nn2c1C
[4] CCC(C(=O)OC(C)C)c1ccc2ccccc2c1 (stereo not given)
[5] O=C(NCC1CCCCC1)c1ccc(=O)[nH]c1
[6] O=C(CSc1nc2nccnc2c(=O)n1CCc1c[nH]c2ccccc12)Nc1ccc(F)cc1
[7] Cc1ccc(CN2CCNC(=O)C2CC(=O)N(C)C2CCOCC2)cc1 (stereo not given)
[8] Clc1ccc2c(c1)-n1cc(-c3ccccc3)nc1CO2
[9] Cc1nc2nc(SCC(=O)C(C)(C)C)[nH]c2cc1Br
[10] CCC(=O)N(C)C[C@H]1Oc2ncc(C#Cc3cccnc3)cc2C(=O)N([C@@H](C)CO)C[C@@H]1C

Screen / compound no.,1,2,3,4,5,6,7,8,9,10
aSyn rescue,1%,1%,·,1%,-1%,·,10%,·,-4%,0%
TDP43 rescue,13%,-18%,2%,10%,1%,0%,-32%[inhibitor],28%,8%,15%
D3 antag,20,·,·,-4,11,·,2,·,52,-1
EPAC2 antag,-1%,·,·,?,0%,·,11%,·,6%,5%
EPAC2 agonist,7%,·,·,6%,7%,·,-8%,·,3%,1%
Abeta yeast res,3%,-11%,-7%,-7%,8%,0%,3%,-18%,17%,8%
FUS yeast rescue,-3%,4%,13%,-17%,13%,-1%,9%,9%,-2%,9%
D3 ag,-2,2,-8,-3,10,0,-3,5,-15,1

Profiles, quoted from the list:
CCC(=O)N(C)C[C@H]1Oc2ncc(C#Cc3cccnc3)cc2C(=O)N([C@@H](C)CO)C[C@@H]1C in the list: aSyn rescue = 0%; TDP43 rescue = 15%; D3 antag = -1; EPAC2 antag = 5%; EPAC2 agonist = 1%; Abeta yeast res = 8%; FUS yeast rescue = 9%; D3 ag = 1
CCOC(=O)Cc1c(C)nc2c(-c3ccc(Cl)cc3)c(C(F)(F)F)nn2c1C in the list: aSyn rescue = ·; TDP43 rescue = 2%; D3 antag = ·; EPAC2 antag = ·; EPAC2 agonist = ·; Abeta yeast res = -7%; FUS yeast rescue = 13%; D3 ag = -8

Next part.
[11] O=C(CN1C(=O)NC2(CCOc3ccccc32)C1=O)c1ccc(F)c(F)c1 (stereo not given)
[12] CC1(C)CC(=O)N(CC(=O)NCc2ccccc2)c2ccccc2S1(=O)=O
[13] COc1cc(C)c(CNc2cc(C)cc(C)c2)cc1C
[14] COC(=O)CNc1nc(Cl)nc(NC2CCCCC2)n1
[15] CC1CCN(C(=O)COc2cccc3c2CCN(C)C3=O)CC1
[16] O=C(O)/C=C/C(=O)c1ccc2c(c1)CCc1ccccc1-2
[17] O=C(COc1ccc2c(c1)OCO2)NCc1cccs1
[18] Cc1ccc(C(=O)N2CCN(S(=O)(=O)c3ccccc3C#N)CC2)cc1S(=O)(=O)N1CCOCC1
[19] Cc1ccc(-c2nc3ccccc3c(=O)n2CCCN2CCOCC2)cc1
[20] COCCC(=O)N(Cc1ccc2c(c1)OCO2)C(C(=O)NC1CCCCC1)c1ccncc1 (stereo not given)

Screen / compound no.,11,12,13,14,15,16,17,18,19,20
aSyn rescue,8%,-1%,-15%,-7%,0%,-76%[inhibitor],2%,-3%,-2%,-3%
TDP43 rescue,16%,11%,7%,12%,15%,?,22%,3%,8%,12%
D3 antag,11,6,25,3,16,-139*,-14,-2,-21,-21
EPAC2 antag,-10%,0%,?,-5%,-5%,-6%,-4%,1%,1%,5%
EPAC2 agonist,5%,6%,-3%,5%,3%,7%,2%,15%,8%,-6%
Abeta yeast res,20%,9%,-3%,-3%,11%,-84%[inhibitor],5%,0%,13%,9%
FUS yeast rescue,17%,-15%,6%,-9%,11%,-2%,-4%,0%,12%,6%
D3 ag,-3,5,11,13,0,-80,0,0,0,-6

[21] O=C(c1ccc(Br)cc1)c1cc2ccc(O)cc2oc1=O
[22] COC(=O)c1ccc(Cn2nnc3ccccc3c2=O)o1
[23] Cc1cc2ncn(S(=O)(=O)N3CCOCC3)c2cc1C
[24] O=C(Nc1ccccc1F)C1CCN(S(=O)(=O)c2cccnc2)CC1
[25] O=C(Cn1nnc(-c2ccccc2)n1)N1CCN(S(=O)(=O)c2ccc(Cl)cc2)CC1
[26] CCOc1ccc(-c2cc(CCCC(=O)NCc3ccc(C)cc3)no2)cc1
[27] O=C(NC(Cc1ccccc1)C(=O)O)/C(=C/c1ccc(Br)cc1)NC(=O)c1ccc(Br)o1 (stereo not given)
[28] CCOc1ccccc1NC(=O)COC(=O)c1ccccc1SCC(=O)N1CCCC1
[29] O=C(O)CCn1c(=S)oc2ccccc21
[30] CCOc1ccc(S(=O)(=O)N2CCN(C(=O)CCOc3ccccc3C)CC2)cc1

Screen / compound no.,21,22,23,24,25,26,27,28,29,30
aSyn rescue,0%,4%,8%,-7%,6%,-3%,-6%,-5%,1%,4%
TDP43 rescue,2%,3%,-4%,6%,-5%,24%,-1%,6%,-8%,?
D3 antag,-13,9,18,14,-6,-6,-13,-6,18,20
EPAC2 antag,-18%,-1%,-3%,0%,-6%,2%,-1%,-1%,14%,-14%
EPAC2 agonist,4%,6%,9%,5%,16%,3%,7%,2%,6%,-2%
Abeta yeast res,-12%,1%,7%,-4%,3%,-12%,8%,8%,-4%,14%
FUS yeast rescue,15%,-8%,9%,18%,19%,-3%,-3%,8%,5%,34%
D3 ag,2,-34,-2,-3,-2,2,7,0,3,-1

[31] Cc1ccc(C)c(CN2C(=O)c3ccccc3S(=O)(=O)c3ccc(C(=O)N4CCN(C)CC4)cc32)c1
[32] COc1ccc(CNCCC(c2ccc(OC(C)C)cc2)C(C)C)cc1OC (stereo not given)
[33] CCN(CC)C(=O)c1sc2c(c1C)c(=O)n(-c1ccc(OC)cc1OC)c(=O)n2CC(=O)c1ccc(Cl)cc1
[34] C[C@H]1[C@H]2c3nc4ccccc4n3C[C@H]1ON2C1CCCCC1
[35] Cc1ccc(C)c(CN2C(=O)C(=O)c3ccccc32)c1
[36] CCCCN(CC)Cc1c(O)ccc2c3c(c(=O)oc12)CCC3
[37] COc1ccc(CC(=O)NNC(=O)c2ccncc2)cc1
[38] CC1=NN(c2ccccc2)C(=O)/C1=C\c1cn(-c2ccccc2)nc1C
[39] CN(C)C(CNc1ccc(S(C)(=O)=O)cc1[N+](=O)[O-])c1ccccc1 (stereo not given)
[40] O=C(COc1cccc(F)c1)Nc1nc(-c2cccnc2)cs1

Screen / compound no.,31,32,33,34,35,36,37,38,39,40
aSyn rescue,7%,10%,·,-3%,·,0%,1%,4%,-2%,-20%
TDP43 rescue,8%&13%,-11%,6%,11%,13%,12%,-14%,-27%[9.22 µM],-20%,?
D3 antag,-18,-24,·,?,·,12,-4,17,-64*,2
EPAC2 antag,1%,-6%,·,12%,·,1%,2%,-1%,0%,1%
EPAC2 agonist,14%,1%,·,8%,·,-2%,8%,1%,1%,9%
Abeta yeast res,-2%,19%,-2%,-11%,-5%,2%,4%,7%,-14%,-11%
FUS yeast rescue,15%&5%,28%,20µM*,0%,-2%,0%,0%,25%,30%,24%
D3 ag,-16&-17,-43,9,-4,-19,-5,-8,9,-20,-3

[41] Cc1nnsc1C(=O)NC1CCCc2c1cnn2-c1ccc(C(C)(C)C)cc1 (stereo not given)
[42] CC(OC(=O)CCc1nc2ccccc2c(=O)[nH]1)C(=O)c1ccc(Br)cc1 (stereo not given)
[43] CCOC(=O)C1CCN(C(=O)c2ccc3c(c2)sc2nc(-c4ccc(C)cc4)cn23)CC1
[44] O=C(CCN1C(=O)c2ccccc2C1=O)N1CCN(Cc2ccc(Cl)cc2Cl)CC1
[45] CCN(C(=O)Cn1c(SCc2ccccc2F)nc2cccnc21)c1ccccc1
[46] CC(C)(C)NC(=O)/C(=C\c1ccc(Br)cc1)NC(=O)c1cccs1
[47] C=CCSc1nnc2c(n1)OC(c1c(C)[nH]n(-c3ccccc3)c1=O)Nc1ccccc1-2 (stereo not given)
[48] O=C(NCc1ccccc1)C(c1cc2ccccc2o1)n1c(=O)c(-c2ccco2)nc2ccccc21 (stereo not given)
[49] CC(=O)c1ccc(OCCCCOc2ccc(C(C)=O)cc2)cc1
[50] CCN(c1ccccc1)S(=O)(=O)c1ccc(Cl)c(NC(=O)CNCc2ccccc2OC)c1
[51] CC(C)(CN1CCNCC1)NS(=O)(=O)c1ccc(Cl)cc1

Screen / compound no.,41,42,43,44,45,46,47,48,49,50,51
aSyn rescue,4%,6%,·,5%,·,-1%,1%,6%,1%,-4%,-3%
TDP43 rescue,?,18%,3%,13%,3%,8%,-1%,15%,12%,6%,4%
D3 antag,18,15,·,21,·,17,92,-3,14,-66*,-95*
EPAC2 antag,-3%,6%,·,-3%,·,10%,1%,3%,1%,-9%,-2%
EPAC2 agonist,-9%,0%,·,14%,·,-16%,2%,8%,0%,9%,8%
Abeta yeast res,?,11%,-16%,5%,2%,12%,-6%,-3%,3%,4%,13%
FUS yeast rescue,?,·,21%,28%,16%,-8%,14%,?,-17%,·,-8%
D3 ag,8,-1,-7,20,1,6,1,10,1,-34,-23

Arranged by molar mass (high to low): 3 of the compounds above.
[44] O=C(CCN1C(=O)c2ccccc2C1=O)N1CCN(Cc2ccc(Cl)cc2Cl)CC1
[42] CC(OC(=O)CCc1nc2ccccc2c(=O)[nH]1)C(=O)c1ccc(Br)cc1 (stereo not given)
[49] CC(=O)c1ccc(OCCCCOc2ccc(C(C)=O)cc2)cc1

Screen / compound no.,44,42,49
aSyn rescue,5%,6%,1%
TDP43 rescue,13%,18%,12%
D3 antag,21,15,14
EPAC2 antag,-3%,6%,1%
EPAC2 agonist,14%,0%,0%
Abeta yeast res,5%,11%,3%
FUS yeast rescue,28%,·,-17%
D3 ag,20,-1,1
